# High-throughput results as filed in PubChem.
# G9a block: G9a (human) methyltransferase inhibition; Q96KQ7; G9a H3K9 monomethylation, AlphaScreen, 2 h; Potency, µM (titrated, usually from 102 µM), for the others: at the top dose activity, negative = inhibition, most hits filed as inhibitors; 350,000 compounds, 8.8% hits; AID 504332; note: nearly all actives have a fitted effect of over 75% in size
# Target sequence (Q96KQ7 913-1193 limits assumed): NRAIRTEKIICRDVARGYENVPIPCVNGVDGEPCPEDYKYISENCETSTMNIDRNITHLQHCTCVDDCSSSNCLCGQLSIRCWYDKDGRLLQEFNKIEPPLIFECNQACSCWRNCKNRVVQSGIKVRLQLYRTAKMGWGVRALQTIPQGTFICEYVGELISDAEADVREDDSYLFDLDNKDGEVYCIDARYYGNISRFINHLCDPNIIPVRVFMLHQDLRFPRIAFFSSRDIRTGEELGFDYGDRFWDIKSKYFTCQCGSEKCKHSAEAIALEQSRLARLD
#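 Quantitative HTS format: methyltransferase activity on a biotin-tagged H3K9 peptide is measured by AlphaScreen, using a rabbit anti-monomethyl-H3K9 antibody with streptavidin donor and anti-IgG acceptor beads. Final levels are 20 nM enzyme, 500 nM peptide, 20 uM SAM; 2 h RT.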
# ALOX12 inh: ALOX12 (human) lipoxygenase inhibition | 580,000 compounds, 1.1% hits | purified 12hLO, xylenol orange hydroperoxide absorbance | Potency, µM (doses to about 108 µM), for inactives: top-dose activity change, negative = inhibition, usual class: inhibitors
# Target sequence (P18054 whole entry, looked up): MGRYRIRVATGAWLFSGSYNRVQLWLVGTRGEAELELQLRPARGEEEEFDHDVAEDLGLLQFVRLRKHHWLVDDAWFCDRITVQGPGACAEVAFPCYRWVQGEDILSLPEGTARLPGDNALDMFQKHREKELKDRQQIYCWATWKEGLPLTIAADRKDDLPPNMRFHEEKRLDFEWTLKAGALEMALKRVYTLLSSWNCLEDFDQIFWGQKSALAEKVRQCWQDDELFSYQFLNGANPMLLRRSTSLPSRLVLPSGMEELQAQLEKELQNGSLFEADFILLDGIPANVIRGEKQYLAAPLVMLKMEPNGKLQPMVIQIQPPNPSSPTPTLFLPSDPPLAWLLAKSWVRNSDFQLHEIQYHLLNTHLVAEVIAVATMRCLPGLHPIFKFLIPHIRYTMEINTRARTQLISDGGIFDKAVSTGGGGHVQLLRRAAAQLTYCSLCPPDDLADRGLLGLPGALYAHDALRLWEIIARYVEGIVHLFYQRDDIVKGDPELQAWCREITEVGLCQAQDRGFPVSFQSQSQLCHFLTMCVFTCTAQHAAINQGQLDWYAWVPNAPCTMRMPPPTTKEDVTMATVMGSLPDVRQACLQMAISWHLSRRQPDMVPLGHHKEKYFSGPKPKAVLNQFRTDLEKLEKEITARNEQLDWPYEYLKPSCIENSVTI
#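 Purified human 12hLO (150 nM final) in 25 mM Hepes, 0.01% Triton X-100, pH 7.0 was preincubated 15 min at room temperature with compound. Then 40 uM arachidonic acid was added, 30 min. Hydroperoxide was read by Fe-XO absorbance ratio 573/405 nm.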
# Numbers without * were called inactive; u = inconclusive; [ ] = another dose, or the depositor's remark. Calls come from the whole dose curve; as a rule, active = well fitted curve in the direction sought with a large enough effect; inconclusive = small, poorly fitted or top-dose-only effect, or another doubt; inactive = no such curve, though single readings can be large; an effect the other way counts as inactive or inconclusive. % is set by controls: 0 for no effect and ±100 for the full control effect; potency is the fitted concentration of half-maximal effect. This is a subset. The share of hits here may be higher or lower than overall.
SMILES,G9a block,ALOX12 inh
O=C(c1ccncc1)N1CCC2(CCCN(C(c3ccccc3)c3ccccc3)C2)CC1,-6%[12.7 µM],0%[57.4 µM]
O=c1cnc2cnc(Nc3ccccc3)nc2n1Cc1ccc(F)cc1,-2%[0.501 µM],u
FC(F)(F)c1ccccc1-c1nccc(N2CCNCC2)n1,-34%[0.501 µM],u
COc1ccc(-n2c(=O)c(CCc3ccccc3)nc3cnc(N(C)C)nc32)cc1,2%[12.7 µM],0%
COc1ncc2nc(C)c(=O)n(C[C@H]3CCCO3)c2n1,0%[12.7 µM],u
c1ccc(-c2cccc(N3CCCC4(CCNCC4)C3)c2)cc1,-36%[12.7 µM],u
COCCn1c(=O)c(C)nc2cnc(OCc3ccccc3)nc21,9%[12.7 µM],72%[activator]
COc1cccc(-c2cncnc2N(C)Cc2ccco2)c1,-44%[0.501 µM],u
COc1ccc(Oc2ncc3ncc(=O)n(-c4ccc(OC)cc4)c3n2)cc1,6%[0.501 µM],0%
O=c1c(CCc2ccccc2)nc2cnc(N3CCNCC3)nc2n1Cc1ccc(F)cc1,2%[12.7 µM],0%
COC(=O)N1CCC2(CCCN(Cc3ccccc3)C2)CC1,3%[12.7 µM],-3%[57.4 µM]
O=c1c(CCc2ccccc2)nc2cnc(N3CCOCC3)nc2n1CCc1ccccc1,7%[0.501 µM],0%
COCCNc1nc(-c2c(C)noc2C)nc2ccccc12,-14%[0.501 µM],-14%
CN1CCC2(CC1)CCN(C(=O)c1ccncc1)CC2,3%[12.7 µM],-2%[57.4 µM]
COc1cccc(Nc2ncc3nc(-c4ccccc4)c(=O)n(Cc4cccs4)c3n2)c1,-6%[0.501 µM],0%

# Overlap with the part before: five compounds, then new ones.
SMILES,G9a block,ALOX12 inh
COC(=O)N1CCC2(CCCN(Cc3ccccc3)C2)CC1,3%[12.7 µM],-3%[57.4 µM]
O=c1c(CCc2ccccc2)nc2cnc(N3CCOCC3)nc2n1CCc1ccccc1,7%[0.501 µM],0%
COCCNc1nc(-c2c(C)noc2C)nc2ccccc12,-14%[0.501 µM],-14%
CN1CCC2(CC1)CCN(C(=O)c1ccncc1)CC2,3%[12.7 µM],-2%[57.4 µM]
COc1cccc(Nc2ncc3nc(-c4ccccc4)c(=O)n(Cc4cccs4)c3n2)c1,-6%[0.501 µM],0%
CC(C)CN1CCCC2(CCN(C(=O)c3cc(C(F)(F)F)cc(C(F)(F)F)c3)CC2)C1,1%[12.7 µM],-4%[57.4 µM]
COc1ccc(-n2c(=O)c(C)nc3cncnc32)cc1,-7%[12.7 µM],u
O=C(c1ccncc1)N1CCC2(CCCN(c3ccc(-c4ccccc4)cc3)C2)CC1,-6%[12.7 µM],u
Cc1cccc(CNc2ccnc(-c3cccc(C#N)c3)n2)c1,1%[0.501 µM],-16%
Cc1cnc(CNc2cc(-c3ccc(N(C)C)cc3)ncn2)cn1,-23%[0.501 µM],u
CN(Cc1ccco1)c1ncncc1-c1ccccc1Cl,30%[0.501 µM],u
CN(C)c1ncc2nc(-c3ccc(F)cc3)c(=O)n(CCc3ccccc3)c2n1,26%[0.501 µM],0%
O=c1cnc2cnc(Nc3ccccc3)nc2n1C1CC1,0%[0.501 µM],u
O=c1c(CCc2ccccc2)nc2cnc(Oc3ccccc3)nc2n1C1CC1,10%[0.501 µM],u
COCCn1c(=O)c(-c2ccc(Cl)cc2)nc2cnc(Oc3ccccc3)nc21,3%[12.7 µM],58%[activator]
CN(C)C(=O)c1ccc(-c2ccc3ncnc(NC4CC4)c3c2)cc1,-34%[0.501 µM],-9%
COc1ccccc1CNc1nc(-c2cccc(C#N)c2)nc2ccccc12,-31%[0.501 µM],-24%
CN(C)c1ncc2nc(CCc3ccccc3)c(=O)n(CCC#N)c2n1,-2%[0.501 µM],u
CNc1ncnc2ccc(-c3ccccc3C)cc12,0%[0.501 µM],u
COCC(=O)N1CCC2(CCCN(C(=O)Nc3cccc(F)c3)C2)CC1,10%[12.7 µM],10%[57.4 µM]
O=c1cc(-c2ccc(O)c(O)c2)oc2ccccc12,u,u
COc1cccc(Nc2ncc3ncc(=O)n(CCC#N)c3n2)c1,-2%[0.501 µM],0%
O=C(c1ccncc1)N1CCC2(CCCN(c3ccccc3)C2)CC1,1%[12.7 µM],13%[57.4 µM]
N=c1ccn2c(n1)O[C@H]1[C@@H](O)[C@@H](CO)O[C@H]12,27%[12.7 µM],u
O=C(Nc1cccc(F)c1)N1CCC2(CC1)CCN(C(=O)c1cc(C(F)(F)F)cc(C(F)(F)F)c1)CC2,0%[12.7 µM],-5%[57.4 µM]
COc1cccc(-c2cncnc2NCc2ccccc2OC)c1,-46%[0.501 µM],-30%
COC(=O)N1CCC[C@@]2(CCN(Cc3nccs3)C2)C1,2%[12.7 µM],-10%[57.4 µM]
O=c1c(CCc2ccccc2)nc2cnc(N3CCOCC3)nc2n1Cc1cccs1,7%[0.501 µM],u
CS(=O)(=O)N1CCC2(CCCN(C(=O)Nc3ccccc3)C2)CC1,-3%[12.7 µM],6%[57.4 µM]
CO[C@@]12C[C@@H](COC(=O)c3cncc(Br)c3)CN(C)[C@H]1Cc1cn(C)c3cccc2c13,12%[21.5 µM],u
Cn1c(=O)c(-c2ccc(F)cc2)nc2cnc(Oc3ccccc3)nc21,6%[12.7 µM],172%[activator]
CCCCC(C)(C)[C@H](O)/C=C/[C@H]1[C@H](O)CC(=O)[C@@H]1C/C=C\CCCC(=O)O,30%[59 µM],-2%[12.5 µM]
CCc1ccc(OCc2ccccc2C(=O)Nc2ccc3nc(C)cc(N)c3c2)cc1,-42%[59 µM],u
O=c1c(-c2cc(F)cc(F)c2)nc2cncnc2n1C1CC1,-2%[0.501 µM],0%
COc1cccc(Cn2c(=O)c(C)nc3cnc(Nc4cccc(OC)c4)nc32)c1,0%[0.501 µM],u
COc1ccc(CNc2cc(-c3ccccc3C)ncn2)c(OC)c1,-2%[0.501 µM],u
Cc1c(C(=O)N(C)C2CCCCC2)sc2nc3ccc(N)cc3n12,25µM*,u
Cc1ccccc1-c1ccc2ncnc(NC3CC3)c2c1,6%[0.501 µM],-21%
COCCn1c(=O)c(-c2ccc(F)cc2)nc2cnc(Oc3ccccc3)nc21,4%[0.501 µM],0%
CS(=O)(=O)N1CCC[C@@]2(CCN(C(=O)Nc3cccc(F)c3)C2)C1,-3%[12.7 µM],-1%[57.4 µM]
O=C(c1cnccn1)N1CCC2(CC1)CN(Cc1nccs1)C2,0%[12.7 µM],6%[57.4 µM]
COc1ccc(-c2nc3cnc(OC)nc3n(Cc3cccs3)c2=O)cc1,11%[12.7 µM],0%
CC(C)NC(=O)N1CCC2(CC1)CCN(C(=O)c1ccncc1)CC2,5%[12.7 µM],3%[57.4 µM]
COCCNc1ncnc2ccc(-c3ccccc3C)cc12,6%[0.501 µM],28µM*
Cn1cccc1C(=O)N1CCC2(CCN(Cc3ccncc3)CC2)CC1,0%[12.7 µM],4%[57.4 µM]
CC(C)NC(=O)N1CCC2(CC1)CCN(S(=O)(=O)c1ccccc1)CC2,0%[12.7 µM],1%[57.4 µM]
N#Cc1ccc(CN2CC3(CCN(C(=O)c4ccco4)CC3)C2)cc1,1%[12.7 µM],12%[57.4 µM]
COc1ccccc1CN1CC[C@@]2(CCCN(C(=O)c3c(C)noc3C)C2)C1,-1%[12.7 µM],7%[57.4 µM]
N#Cc1cccc(-c2cc(NCc3ccccc3)ncn2)c1,-5%[0.501 µM],u
COCCn1c(=O)cnc2cnc(N3CCNCC3)nc21,-41%[12.7 µM],0%
COCCn1c(=O)c(C)nc2cnc(Nc3cccc(OC)c3)nc21,7%[0.501 µM],u
O=C(Nc1ccccc1)N1CCC2(CC1)CCN(C(=O)c1cccc(F)c1)CC2,2%[12.7 µM],-12%[57.4 µM]
CNCC[C@H](Oc1ccccc1OC)c1ccccc1,8%[21.5 µM],0%
COc1cccc(-c2cncnc2Nc2ccccc2)c1,11%[0.501 µM],40µM*
N#CCCn1c(=O)c(CCc2ccccc2)nc2cnc(Oc3ccccc3)nc21,6%[12.7 µM],0%
Cc1cnc(CNc2ncnc3ccc(-c4ccccc4C)cc23)cn1,-10%[0.501 µM],-5%
COCCNc1ncnc2ccc(-c3ccoc3)cc12,10%[0.501 µM],u
O=c1cnc2cnc(Nc3ccccc3)nc2n1CCc1ccccc1,4%[0.501 µM],7%
O=c1cnc2cnc(Nc3ccccc3)nc2n1C[C@H]1CCCO1,-8%[12.7 µM],0%
CNc1ncnc2ccc(-c3cccc(OC)c3)cc12,-4%[0.501 µM],-11%
Cc1nc2cnc(Nc3ccccc3)nc2n(Cc2cccs2)c1=O,8%[12.7 µM],83%[activator]
O=c1nc2ccccc2c2n1CC(CN1CCN(c3ccccc3)CC1)N2 (centres undefined),34%[59 µM],12%
CN1CCN(c2ncc3nc(-c4ccc(F)cc4)c(=O)n(Cc4cccs4)c3n2)CC1,11%[0.501 µM],-7%
CC(=O)N1CCC2(CC1)CCN(C(c1ccccc1)c1ccccc1)CC2,-9%[12.7 µM],20%[57.4 µM]
COC(=O)N1CCC[C@@]2(CCN(c3ccncc3)C2)C1,0%[12.7 µM],-12%[57.4 µM]

# Complete entries, looked up by structure:
# `COCCn1c(=O)c(C)nc2cnc(Nc3cccc(OC)c3)nc21` is listed as G9a block: 7%[0.501 µM]; ALOX12 inh: u
# `COCCNc1ncnc2ccc(-c3ccoc3)cc12` is listed as G9a block: 10%[0.501 µM]; ALOX12 inh: u
# `O=C(Nc1ccccc1)N1CCC2(CC1)CCN(C(=O)c1cccc(F)c1)CC2` is listed as G9a block: 2%[12.7 µM]; ALOX12 inh: -12%[57.4 µM]

# The list goes on.
SMILES,G9a block,ALOX12 inh
Cc1noc(C)c1-c1nccc(N(C)C)n1,18%[0.501 µM],u
O=c1cnc2cnc(OCc3ccccc3)nc2n1CCc1ccccc1,1%[12.7 µM],0%
NC(CCC(=O)NCS(=O)(=O)O)C(=O)O (centres undefined),26%[12.7 µM],8%
CN1CCN(c2ncc3nc(-c4cc(F)cc(F)c4)c(=O)n(Cc4cccs4)c3n2)CC1,8%[0.501 µM],18µM*
CN(C)c1ccc(-c2ccc3ncnc(NC4CC4)c3c2)cc1,1%[0.501 µM],-25%
COc1ccc(-n2c(=O)c(-c3ccc(Cl)cc3)nc3cncnc32)cc1,-5%[12.7 µM],u
N#CCCn1c(=O)c(-c2ccc(F)cc2)nc2cnc(N3CCOCC3)nc21,1%[0.501 µM],0%
O=C(Nc1ccccc1)N1CC[C@@]2(CCCN(C(=O)c3cccc(F)c3)C2)C1,11%[12.7 µM],1%[57.4 µM]
COCCn1c(=O)c(-c2cccs2)nc2cnc(N(C)C)nc21,-2%[0.501 µM],u
CCNc1ncc2nc(-c3cccs3)c(=O)n(Cc3ccc(F)cc3)c2n1,-3%[0.501 µM],u
COc1ccccc1-c1cc(NCc2cccc(C)c2)ncn1,2%[0.501 µM],-10%
O=c1c(CCc2ccccc2)nc2cncnc2n1Cc1ccccc1Cl,-1%[0.501 µM],u
COc1ncc2nc(CCc3ccccc3)c(=O)n(-c3ccccc3)c2n1,23%[0.501 µM],-27%
O=c1c(-c2ccc(F)cc2)nc2cnc(N3CCOCC3)nc2n1-c1ccccc1,0%[12.7 µM],0%
Cn1c(=O)c(-c2ccccc2)nc2cnc(OCc3ccccc3)nc21,-4%[0.501 µM],14%
CCNc1ncc2nc(CCc3ccccc3)c(=O)n(Cc3cccc(OC)c3)c2n1,8%[0.501 µM],u
COc1ccc(C(=O)N2CCC3(CC2)CCN(c2ncccn2)CC3)cc1,-5%[12.7 µM],1%[57.4 µM]
c1ccc(C(c2ccccc2)N2CCC3(CCNCC3)CC2)cc1,9%[12.7 µM],-1%[57.4 µM]
COc1ccc(-n2c(=O)cnc3cnc(N4CCOCC4)nc32)cc1,-7%[0.501 µM],0%
O=C(c1csnn1)N1CCC[C@@]2(CCN(c3ccncc3)C2)C1,1%[12.7 µM],-2%[57.4 µM]
COc1ncc2nc(-c3cn(C)c4ccccc34)c(=O)n(CCC#N)c2n1,12%[0.501 µM],u

# Among those listed so far, 3 contain a CF3 group:
SMILES,G9a block,ALOX12 inh
FC(F)(F)c1ccccc1-c1nccc(N2CCNCC2)n1,-34%[0.501 µM],u
CC(C)CN1CCCC2(CCN(C(=O)c3cc(C(F)(F)F)cc(C(F)(F)F)c3)CC2)C1,1%[12.7 µM],-4%[57.4 µM]
O=C(Nc1cccc(F)c1)N1CCC2(CC1)CCN(C(=O)c1cc(C(F)(F)F)cc(C(F)(F)F)c1)CC2,0%[12.7 µM],-5%[57.4 µM]
